Source: PubChem (The Scripps Research Institute Molecular Screening Center)
OX1R antag-1: antagonists of human orexin 1 receptor (OX1R). OX1R-expressing cells, FRET antagonist read-out. inhibition, % at 6.6 µM. 330,000 compounds, 1.8% hits. AID 485270, 2010; in the data active = inhibition mostly above about 38%, no sharp cut-off; inactive = mostly below about 40%;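 note: 0% = agonist challenge alone and 100% = reference antagonist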
Target sequence (O43613 whole entry, looked up): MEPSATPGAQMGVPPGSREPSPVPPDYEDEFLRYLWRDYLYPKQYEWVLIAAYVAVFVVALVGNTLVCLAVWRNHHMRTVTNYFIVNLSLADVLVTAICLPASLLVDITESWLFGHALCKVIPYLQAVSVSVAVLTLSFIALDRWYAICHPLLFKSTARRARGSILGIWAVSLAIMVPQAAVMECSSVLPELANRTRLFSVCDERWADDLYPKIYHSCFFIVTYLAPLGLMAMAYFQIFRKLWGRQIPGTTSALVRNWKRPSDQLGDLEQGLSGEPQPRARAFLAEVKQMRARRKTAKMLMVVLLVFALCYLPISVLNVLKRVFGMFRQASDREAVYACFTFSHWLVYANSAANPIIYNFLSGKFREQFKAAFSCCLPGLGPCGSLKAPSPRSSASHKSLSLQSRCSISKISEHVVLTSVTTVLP
OX1R antag-2: OX1R (HCRTR1) antagonists, primary screen, fluorescence, CHO/OX1R cells, Fluo-8 calcium, orexin A; inhibition, % at 5 µM; Fluo-8 calcium fluorescence; 330,000 compounds, 0.43% hits; Orexin/Hypocretin receptor type 1 (Homo sapiens), O43613; AID 434989, 2010;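 active = inhibition above its plate's threshold, mean inhibition of all tested compounds on the plate plus 3 SD, cut at about 37% in these data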;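 note: 0% = orexin A challenge wells and 100% = SB-334867-A antagonist wells; not every result past the cut was called active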
An asterisk follows results filed as active.

OX1R antag-2 | OX1R antag-1 | structure
-9 | 15 | CS(=O)(=O)NCCSc1cc(C(F)(F)F)nc2ccccc12
-15 | 36 | CCN(CC)S(=O)(=O)c1ccc2oc(Nc3ccc4c(c3)OCCO4)nc2c1
-9 | 23 | CN(C)[C@@H]1C(=O)C(C(N)=O)=C(O)[C@@]2(O)C(=O)C3=C(O)c4c(O)ccc(Cl)c4[C@@H](O)[C@H]3C[C@@H]12
-11 | 29 | COc1cc(OC)c(NC(=O)Cc2ccc(OC)c(S(=O)(=O)N3CCOCC3)c2)cc1Cl
-30 | 25 | CCOc1ccc(S(=O)(=O)NCCC(=O)NCCc2ccc(C(C)C)cc2)cc1
-6 | 13 | Cc1cc(C)c2[nH]c(=O)c(=O)[nH]c2c1
21 | 24 | Cc1ccccc1Oc1cc(-n2ncc(Cl)c(Cl)c2=O)ncn1
-12 | 23 | CCN(Cc1ccccc1)C(=O)Cn1cc2c(n1)CCCC2
29 | 33 | Cc1cccc(NS(=O)(=O)c2cc3c4c(c2)C(C)C(=O)N4CCC3)c1 (configuration not stated)
-18 | 23 | Cc1cccc(OCC(O)CN2C(C)(C)CC(O)CC2(C)C)c1 (configuration not stated)
-42 | 1 | COc1ccc(C2=NN(C(=O)c3cccs3)C(O)(C(F)(F)F)C2)cc1 (configuration not stated)
-14 | 13 | O=C(NCc1cccnc1)c1cc(-c2ccccc2)on1
-5 | 5 | CC(=O)c1cccc(N(CC(=O)N2CCOCC2)S(C)(=O)=O)c1
-4 | 13 | O=C(CN1CCCCC1)N/N=C/c1ccc(Cl)cc1
-36 | 15 | Cc1cccc(-c2c(NC(=O)c3ccco3)oc3c(C)cccc3c2=O)c1
-31 | 13 | Nc1nc(NCc2ccccc2)nc(NCc2ccccc2)c1[N+](=O)[O-]
-14 | 25 | COc1ccc(N2CCN(C(=O)C3CCCN3S(=O)(=O)c3cccc4nsnc34)CC2)cc1 (configuration not stated)
-24 | 29 | O=C(NCCc1ccccc1)c1noc2c1CCc1ccccc1-2
-7 | 1 | COC(=O)c1ccc(-c2nc3cc(Cl)c(N)cc3s2)cc1
-16 | 23 | COc1cc(/C=N/NC(=O)c2cc(-c3ccccc3)nc3ccccc23)cc(OC)c1O

Continued; the last three above are carried over.
OX1R antag-2 | OX1R antag-1 | structure
-24 | 29 | O=C(NCCc1ccccc1)c1noc2c1CCc1ccccc1-2
-7 | 1 | COC(=O)c1ccc(-c2nc3cc(Cl)c(N)cc3s2)cc1
-16 | 23 | COc1cc(/C=N/NC(=O)c2cc(-c3ccccc3)nc3ccccc23)cc(OC)c1O
11 | 16 | CCc1cc(-c2n[nH]c(C)c2Oc2ccc(C(C)C)cc2)c(O)cc1O
-13 | 22 | O=C(Cn1nnc(-c2ccccc2)n1)N/N=C/c1cccc([N+](=O)[O-])c1O
-9 | 0 | Cc1ccc2c(CC(=O)N3CCOCC3)coc2c1
-18 | 15 | CC(C)(C)NC(=O)Cn1c(=O)n(CC(=O)NC(C)(C)C)c2ccccc21
-14 | 14 | CN(C(=O)CSc1nc(C2CC2)nc2ccccc12)c1nc(-c2ccccc2)cs1
6 | 5 | COc1ccc(-c2noc(COc3ccc4c(c3)OCO4)n2)cc1
-11 | 13 | CCC(=O)Nc1ccc(C(=O)N/N=C/c2cc(Br)c(OC)cc2OC)cc1
-39 | 29 | COc1ccc(C2c3c(oc4ccccc4c3=O)C(=O)N2CC2CCCO2)cc1 (configuration not stated)
-21 | 16 | COc1ccccc1N(CC(=O)NCc1ccco1)C(=O)CCC(=O)Nc1ccccn1
-7 | 9 | Cc1ccc(OCCn2c(=O)n(C)c3ccccc32)cc1
-7 | 11 | Nc1nc(N)c(N=Nc2ccc(Cl)cc2)c(=O)[nH]1
-27 | 0 | Cc1ccc2c(c1)C(=O)C(=O)N2Cc1ccccc1
-6 | -17 | CCOc1cc(C)ccc1OCc1nnc(SCC(=O)Nc2cccc(C(=O)O)c2)n1-c1ccccc1
-11 | 11 | COc1ccc(NC(=O)c2ccc(-c3ccc(C(C)=O)cc3)o2)cn1
-20 | 13 | O=C1c2ccccc2NC(c2ccccc2F)N1NS(=O)(=O)c1ccccc1 (configuration not stated)
0 | 6 | CCc1nnc(NS(=O)(=O)c2ccc(NC(=O)CCC(=O)O)cc2)s1
-25 | 15 | Cc1ccc(NC(=O)COC(=O)c2ccc(Cl)cc2)cc1S(=O)(=O)N(C)C
-61 | 5 | Cc1ccc(CN(C)CC(=O)Nc2ccccc2C(=O)NC2CC2)o1
-7 | 12 | CC(C)CNC(=O)C(=O)NCC1CCCN1S(=O)(=O)c1cccs1 (configuration not stated)
-10 | 15 | CCCCCCC(=O)O

Shown as labelled records: part of the list above
O=C1c2ccccc2NC(c2ccccc2F)N1NS(=O)(=O)c1ccccc1 (configuration not stated)
- OX1R antag-2 = -20
- OX1R antag-1 = 13
Cc1ccc(NC(=O)COC(=O)c2ccc(Cl)cc2)cc1S(=O)(=O)N(C)C
- OX1R antag-2 = -25
- OX1R antag-1 = 15
Cc1ccc(OCCn2c(=O)n(C)c3ccccc32)cc1
- OX1R antag-2 = -7
- OX1R antag-1 = 9

In another format: 4 of the compounds above
> O=C(Cn1nnc(-c2ccccc2)n1)N/N=C/c1cccc([N+](=O)[O-])c1O
- OX1R antag-2: -13
- OX1R antag-1: 22

> Cc1ccc2c(CC(=O)N3CCOCC3)coc2c1
- OX1R antag-2: -9
- OX1R antag-1: 0

> CC(C)(C)NC(=O)Cn1c(=O)n(CC(=O)NC(C)(C)C)c2ccccc21
- OX1R antag-2: -18
- OX1R antag-1: 15

> CN(C(=O)CSc1nc(C2CC2)nc2ccccc12)c1nc(-c2ccccc2)cs1
- OX1R antag-2: -14
- OX1R antag-1: 14

Additional records.
OX1R antag-2 | OX1R antag-1 | structure
-4 | 15 | COc1ccc(C2C(C(=O)c3ccco3)=C(O)C(=O)N2CCCn2ccnc2)c(OC)c1 (configuration not stated)
-11 | 12 | C=CCn1cnc2scc(-c3ccccc3)c2c1=O
-22 | 7 | CSc1ccccc1NC(=O)CN1CCN(S(=O)(=O)c2ccccc2[N+](=O)[O-])CC1
-34 | 23 | Cc1cc(S(=O)(=O)N2CCCCC2CCNC(=O)C(=O)NC2CC2)ccc1F (configuration not stated)
-15 | 7 | O=c1[nH]c2ccccc2s1
-5 | 32 | N#CC1=C(N)N2C(=C(C#N)C1c1cccc(Br)c1)Nc1ccccc12 (configuration not stated)
-29 | 11 | COC(=O)c1cc(C(=O)OC)n(Cc2ccc(F)cc2)c1C
-14 | 5 | COC(=O)Cn1c(=NC(=O)c2ccc(Cl)s2)sc2cc(F)ccc21
-21 | 7 | O=C(CCl)NCCNC(=O)c1cc(OCC(F)(F)F)ccc1OCC(F)(F)F
-16 | 12 | CCCCn1c(N)c(N(CC(C)C)C(=O)CC(NC(=O)c2ccccc2)c2ccccc2)c(=O)[nH]c1=O (configuration not stated)
-9 | 40 | CN=c1scc(-c2ccc([N+](=O)[O-])cc2)n1/N=C/c1ccco1
-26 | 13 | CC(=O)Nc1ccc(CN2CCCC(CO)(Cc3cccc(Cl)c3)C2)cc1 (configuration not stated)
-9 | 8 | Cc1cc(NC(=O)/C=C/c2ccc(F)cc2)n(-c2nc3ccccc3[nH]2)n1
-15 | -1 | COc1ccccc1Oc1cn[nH]c1-c1ccc(OCC(=O)NN)cc1O
-12 | 25 | O=C(Nc1ccccc1-c1nc2ccccc2[nH]c1=O)c1cccs1
-11 | 5 | CCCc1cc(=O)oc2cc(OCC(=O)NCCCN3CCOCC3)c(Cl)cc12
-9 | 11 | CCCCc1ccc(-c2csc(/C(C#N)=C\c3ccco3)n2)cc1
-39 | -9 | CC(C(=O)NCCS(=O)(=O)c1ccc(Cl)cc1)S(=O)(=O)c1ccc(Cl)cc1 (configuration not stated)
-1 | 23 | COc1ccccc1/C=N/NC(=O)CCn1cnc2ccccc21
-29 | 2 | CC(C)COc1ccc(-c2nn(-c3ccccc3)cc2CO)cc1
-16 | 61* | COc1ccc2cc3cc(C(=O)NCc4ccccn4)oc3nc2c1
51* | 15 | N#C/C(=C/c1ccncc1)c1nc2ccccc2s1
-21 | 3 | O=C(/C=C/c1ccco1)NC(=S)Nc1ccccc1
-2 | 11 | O=C1CSc2ccc(S(=O)(=O)NCc3ccccc3)cc2N1
-15 | 5 | COc1ccccc1/C=C(/NC(=O)c1ccccc1)C(=O)NCCCn1ccnc1
-20 | 4 | O=C(Nc1ccc(CN2CCCCC2)cc1)c1c(F)c(F)c(F)c(F)c1F
-29 | 22 | COc1ccc(-c2n[nH]c(=S)n2-c2ccc3c(c2)OCCO3)cc1OC
-8 | 15 | CC(=O)Oc1ccccc1C1OC(=O)c2ccccc2N1C(C)=O (configuration not stated)
-12 | 54 | C#CCNC(=O)C1=C[C@@H](c2ccc3c(c2)OCO3)C[C@@H](OCc2ccc(CO)cc2)O1
0 | 6 | CCCOc1ccc(NC(=O)CC2C(=O)N(Cc3ccccc3)C(=S)N2Cc2cccs2)cc1 (configuration not stated)
3 | -3 | CN(C(=O)COn1nnc2ccc(Cl)cc21)C1CCS(=O)(=O)C1 (configuration not stated)
-21 | 2 | Cc1ccc(C)c(S(=O)(=O)N2CCCOC2CNC(=O)C(=O)NCCCn2ccnc2)c1 (configuration not stated)
-12 | -1 | CC(=O)C1=C(C)NC(C)=C(C(C)=O)C1c1cccs1
-21 | 8 | CC(=O)c1ccc(OCCCC(=O)Nc2cccc(S(=O)(=O)N3CCOCC3)c2)cc1
-10 | 20 | CCOCCc1nnc(NC(=O)c2cc(OC)c(OC)cc2[N+](=O)[O-])s1
-29 | 2 | Cc1cc(C)cc(NC(=O)COc2coc(CN3CCN(c4ccccc4)CC3)cc2=O)c1
0 | 37 | COc1c2n(C)ccc3c-2n(c(=O)c1=O)c1ccccc31
-29 | 41 | Cc1ccc(OCc2cc(C(=O)NCC(C)c3ccccc3)no2)cc1C (configuration not stated)
-25 | 12 | COc1ccc(-n2c(CN3CCOCC3)nc3ccc([N+](=O)[O-])cc3c2=O)c(OC)c1
-11 | 35 | O=C(N/N=C/c1ccc2c(c1)OCO2)c1cc2ccccc2o1
-11 | 11 | COc1cccc(C(=O)N2CCCc3ccccc32)c1
-41 | 45 | COc1cc(O)c(C(CC(=O)N2CCCC(C)C2)c2cc(OC)c(OC)c(OC)c2)c(OC)c1 (configuration not stated)
-4 | 3 | CCNC(=S)NNC(=O)c1ccc2ncccc2c1
10 | 20 | c1ccc(Oc2cc(-n3cccn3)ncn2)cc1
-3 | 62* | CC(=O)N(C)c1ccc(N=NC2C(=O)N(C(N)=S)N=C2C)cc1 (configuration not stated)
-21 | -11 | Cc1ccccc1C(=O)NC(=S)Nc1sc2c(c1C#N)CCC(C)C2 (configuration not stated)
-31 | 29 | COc1cccc(-n2cnc3c(sc4nc(N5CCOCC5)c5c(c43)CCCC5)c2=O)c1
-20 | 46 | CC(/C=N/NC(=O)c1cccs1)=C\c1ccco1
-10 | 3 | O=C(Nc1ccc(S(=O)(=O)Nc2ccccn2)cc1)c1ccccc1
7 | -2 | COc1ccc(NC(=O)CC2C(=O)N(c3ccc(Cl)cc3)C(=S)N2NC(=O)c2cccc(F)c2)cc1 (configuration not stated)
-8 | 3 | Cc1ccc(C)c(N(CC(N)=O)S(C)(=O)=O)c1
-12 | -3 | CCc1noc(C)c1C(=O)NNC(=O)c1ccc(F)cc1
-9 | 6 | COc1ccccc1N(CCC#N)C(=O)CSc1ccc2c(c1)OCCO2
14 | 14 | CC(=O)Nc1ccc(-n2c(C)c(C(C)=O)c(C(C)=O)c2C)cc1
-17 | 26 | CCN(CCNc1ccc(Cl)cc1[N+](=O)[O-])C(=O)c1cc([N+](=O)[O-])c(N(C)C)cc1OC
-16 | 20 | O=C(CCCc1ccccc1)NCCS(=O)(=O)N1CCN(c2ccccc2F)CC1
-14 | 14 | CCOc1cc(NC(=S)NCCCN2CCOCC2)c(OCC)cc1NC(=O)CC(C)C
-13 | 16 | O=C(Nc1ccccc1C(=O)Nc1ccccn1)c1ccc([N+](=O)[O-])cc1
-20 | 14 | C=CCN(C(=O)CCC(=O)Nc1cc(C)on1)C(C(=O)NC1CCCC1)c1ccc(C)cc1 (configuration not stated)
-17 | -4 | CC1CCCCN1CCCNC(=O)c1nn(C)c2c1CS(=O)(=O)c1ccccc1-2 (configuration not stated)

(listing goes on)
OX1R antag-2 | OX1R antag-1 | structure
-34 | 10 | COC(=O)c1ccccc1-n1c(CCC(=O)O)ccc1-c1ccc(F)cc1
-3 | -1 | CCC(C(=O)Nc1ncc(C)s1)c1ccccc1 (configuration not stated)
-9 | 19 | CCCN=CC1=C(O)CC(c2ccccc2)CC1=O (configuration not stated)
-16 | 18 | CCOC(=O)c1nn(-c2ccc(F)cc2)cc1O
16 | 13 | O=C(CSc1cccc2cccnc12)N/N=C/c1cccnc1
-21 | 3 | COc1ccc(-n2c(N)c(C(=O)NCc3ccco3)c3nc4ccccc4nc32)cc1OC
-32 | 27 | c1ccc(-c2cn3nc(-c4ccccc4)c(-c4ccccc4)nc3n2)cc1
1 | 9 | COCCn1c(SCc2ccc(OC)c(F)c2)nc2ccccc2c1=O
-21 | 0 | CC1Cn2c(nnc2C23CC4CC(CC(C4)C2)C3)S1 (configuration not stated)
-1 | 7 | O=C(NCc1ccco1)c1ccc(Oc2ccccc2)cc1
-23 | 3 | O=C(CN1C(=O)CC(c2ccccc2)S(=O)(=O)c2ccccc21)N1CCCC1 (configuration not stated)
-30 | -8 | Cc1ccc(NC(=O)C(C)N2C(=O)c3ccccc3C2=O)c(C)c1 (configuration not stated)
-11 | 46 | COc1cc(/C=N/NC(=O)CNC(=O)c2ccco2)ccc1O
-31 | 20 | COc1cc(S(=O)(=O)N(Cc2ccc(C)cc2)Cc2ccco2)ccc1-n1cnnn1
-8 | 4 | CCCOc1ccc(-c2c(C(=O)N/N=C/c3ccc(C)o3)nnn2-c2nonc2N)cc1
10 | 14 | O=C(COc1ccc(Cl)cc1)NCCNC(=O)c1cnccn1
-8 | 4 | O=C(c1cccc2ccccc12)N1CCN(CC2CC=CCC2)CC1 (configuration not stated)
-12 | 10 | CC1(C)Cc2c(cnn2-c2ccccc2)C(NC(=O)CCN2CCCC2=O)C1 (configuration not stated)
